Screens from PubChem BioAssay.
DDE Tn6 FP inh: inhibitors of Tn6 peptide binding to fibrin DD(E), primary screen, biochemical, fluorescence polarization, human fibrin, Tn6 probe; Fibrinogen beta chain (Homo sapiens), P02675; Fibrin DD(E) TRITC-Tn6 fluorescence polarization displacement; inhibition, % at 8.3 µM; 370,000 tested, 0.21% active; AID 720509, 2013;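 active means inhibition above a per-campaign cutoff: mean of compounds within control limits plus 3 SD, cut at about 15% in these data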;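 further: 0% = median of all compound wells on the plate and 100% = blocking peptide control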
HGIII-sPLA2 inh: human group III sPLA2 inhibitors, primary screen, biochemical, QFRET, BODIPY PC-A2 liposome substrate. QFRET BODIPY PC-A2 liposome hydrolysis, fluorescence. inhibition, % at 12.2 µM. 370,000 tested, 0.56% active. AID 743126, 2013;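 active means inhibition above mean plus 3 SD of compounds lying within the high and low control bounds, cut at about 19% in these data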;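 further: 0% = median of test compound wells and 100% = no enzyme DMSO wells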
Target sequence (Q9NZ20 whole entry, looked up): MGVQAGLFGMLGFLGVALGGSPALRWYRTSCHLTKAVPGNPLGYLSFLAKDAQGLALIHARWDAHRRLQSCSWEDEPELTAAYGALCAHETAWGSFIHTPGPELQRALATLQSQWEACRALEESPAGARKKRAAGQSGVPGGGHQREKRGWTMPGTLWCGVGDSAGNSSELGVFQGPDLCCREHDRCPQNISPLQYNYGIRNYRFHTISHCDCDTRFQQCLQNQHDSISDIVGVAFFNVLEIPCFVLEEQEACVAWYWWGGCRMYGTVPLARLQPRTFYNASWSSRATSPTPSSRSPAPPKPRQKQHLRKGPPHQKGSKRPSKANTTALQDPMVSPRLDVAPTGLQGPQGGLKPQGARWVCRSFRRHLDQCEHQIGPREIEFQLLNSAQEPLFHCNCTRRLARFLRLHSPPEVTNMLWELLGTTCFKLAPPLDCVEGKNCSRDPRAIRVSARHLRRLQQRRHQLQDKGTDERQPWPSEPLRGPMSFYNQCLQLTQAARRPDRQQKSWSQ
ASAP1 inh: inhibitors of human ASAP1 ArfGAP activity, primary screen, biochemical, fluorescence polarization. Arf-GAP with SH3 domain, ANK repeat and PH domain-containing protein 1 (Homo sapiens), …. ASAP1-stimulated ARF1 GTP hydrolysis, GDP FP detection. inhibition, % at 16.5 µM. 360,000 tested, 0.19% active. AID 624377, 2012; in the data active means inhibition above about 25%;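 further: 0% = vehicle with enzyme and substrate and 100% = no enzyme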
Target sequence (Q9ULH1 325-724 limits assumed): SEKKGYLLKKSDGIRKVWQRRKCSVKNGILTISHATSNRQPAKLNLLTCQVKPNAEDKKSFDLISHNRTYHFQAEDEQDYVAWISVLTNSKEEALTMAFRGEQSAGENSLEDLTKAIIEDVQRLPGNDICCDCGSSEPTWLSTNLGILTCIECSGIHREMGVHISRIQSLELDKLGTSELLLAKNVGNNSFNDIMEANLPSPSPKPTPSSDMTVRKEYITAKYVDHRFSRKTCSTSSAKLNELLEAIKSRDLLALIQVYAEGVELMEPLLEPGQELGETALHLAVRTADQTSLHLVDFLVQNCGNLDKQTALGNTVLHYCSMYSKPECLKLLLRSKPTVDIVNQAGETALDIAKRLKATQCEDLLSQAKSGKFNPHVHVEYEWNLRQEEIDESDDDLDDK
Tn7 DDE FP: inhibitors of Tn7 peptide binding to fibrin DD(E), primary screen, biochemical, fluorescence polarization, human fibrin, Tn7 probe; Fibrinogen beta chain (Homo sapiens), P02675; FP displacement of FITC-Tn7 peptide from fibrin DD(E); 0% = median of compound wells per plate; inhibition, % at 8.3 µM; 370,000 tested, 0.13% active; AID 720508, 2013;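 active means inhibition above the mean of compounds falling within the control limits plus 3 SD of them, cut at about 14% in these data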;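 further: 0% = plate median of compound wells and 100% = 10 µM Aha-Tn7 peptide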
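Measure: % inhibition scaled between sample-field median and high-control FP; Test system: human fibrin DD(E); Quantity: 2 µM final DD(E) protein; Doses: one dose, 8.3 µM nominal; Schedule: compound with protein 10 min, then 3 h after probe, room temperature; Detection: fluorescence polarization; Medium: Tris buffer with calcium and detergent, pH 7.8.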
KLK7 zymogen act: proKLK7 zymogen activators, primary screen, biochemical, fluorescence intensity; Kallikrein-7 (Homo sapiens), P49862; purified proKLK7, EDANS-DABCYL substrate fluorescence; 100% is mature enzyme control, 0% vehicle; activation, % at 7 µM; 370,000 tested, 0.9% active;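 active means activation above the mean of all tested compounds plus 3 SD, computed per campaign excluding outliers beyond control limits, cut at about 13% in these data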
Rev-erbA mod: modulators of Rev-erb alpha DNA binding, primary screen, biochemical, FITC-DNA, fluorescence polarization, uHTS; 370,000 tested, 0.79% active; AID 1259318, 2017; Rev-erbα–FITC-DNA binding, 90 min; activity, % at 10 µM;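 active means activity above about 14%, limit read from the data; passing the limit was not always enough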;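 further: 0% = DMSO wells with 35 nM protein and 100% = DMSO wells with 750 nM protein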
PLCg1 inh: PLC-gamma1 enzyme inhibitors, primary screen, biochemical, fluorescence, purified enzyme; fluorogenic substrate; 370,000 tested, 0.84% active; AID 720700, 2013; 1-phosphatidylinositol 4,5-bisphosphate phosphodiesterase gamma-1 (Homo sapiens), P19174; inhibition, % at 12.2 µM; in the data active means inhibition above about 9.5%
ARFGAP1 inhibitor: inhibitors of rat ARFGAP1 GAP activity, primary screen, biochemical, fluorescence polarization, GDP tracer; ADP-ribosylation factor GTPase-activating protein 1 (Rattus norvegicus), Q62848; 360,000 tested, 0.26% active; Arfgap1-stimulated ARF1 GTP hydrolysis, GDP FP detection; inhibition, % at 16.5 µM;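 active means inhibition above a per-plate limit, mean inhibition of low control wells plus 3 SD, cut at about 25% in these data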;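 further: 0% = DMSO wells with enzyme and 100% = wells lacking Arfgap1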
Target sequence (Q62848 1-136 limits assumed): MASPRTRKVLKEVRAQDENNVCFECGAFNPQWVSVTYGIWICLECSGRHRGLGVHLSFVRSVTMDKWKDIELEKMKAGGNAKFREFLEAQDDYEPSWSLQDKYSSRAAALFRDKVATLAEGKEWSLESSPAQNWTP
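system = rat Arfgap1 catalytic domain, aa 1-136 | technique = FP, GDP Alexa 633 tracer displaced from anti-GDP antibody, 620/688 nm | compound = one concentration, 16.5 µM, DMSO 1.26% | medium = HEPES-based buffer, pH 7.5 | timing = compound-enzyme preincubation 20 min, reaction 120 min, detection 60 min, 25 °C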
UHRF1 binding: UHRF1 methylated DNA binding inhibitors, primary screen, counter-screen for MBD2 inhibitor project, biochemical, TR-FRET, human UHRF1, single concentration | 370,000 tested, 0.75% active | inhibition, % at 4.4 µM | UHRF1 binding to methylated oligo; in the data active means inhibition above about 21%;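 further: UHRF1 SRA domain binding a hemimethylated CpG hairpin DNA probe; 0% = median of test compound wells and 100% = reference inhibitor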
PLCb3 inh: human PLC-beta3 inhibitors, primary screen, biochemical, fluorescence | 1-phosphatidylinositol 4,5-bisphosphate phosphodiesterase beta-3 (Homo sapiens), Q01970 | Purified PLC-beta3, fluorogenic substrate | inhibition, % at 12.2 µM | 370,000 tested, 0.18% active | AID 720704, 2013; in the data active means inhibition above about 11%;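 further: 0% = median of compound wells on plate and 100% = full blocker control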
Starred values were filed as active, the others as inactive.

SMILES	DDE Tn6 FP inh	HGIII-sPLA2 inh	ASAP1 inh	Tn7 DDE FP	KLK7 zymogen act	Rev-erbA mod	PLCg1 inh	ARFGAP1 inhibitor	UHRF1 binding	PLCb3 inh
CCCNC(=O)C1(C)CCCN(Cc2ccc(-n3ccnc3)cc2)C1 (stereo not drawn)	10.4	-1.4	3.0	-2.4	-0.5	-0.2	1.3	2.3	0.3	1.7
Cc1ccccc1NC(=O)C1CCCN1S(=O)(=O)c1ccccc1C(F)(F)F (stereo not drawn)	-5.9	-0.8	7.6	-0.2	-0.2	4.0	3.1	-2.5	0.1	-6.0
CCOc1ccc(S(=O)(=O)N2CCC(C(=O)NCCc3ccc(OC)c(OC)c3)CC2)cc1	-3.8	0.9	24.6	-7.2	-0.1	-0.3	-0.1	2.7	0.8	-5.6
Cc1cc(C)nc(NS(=O)(=O)c2ccc(N/C=C3\CCCC3=O)cc2)n1	-3.5	8.0	-6.9	1.6	0.5	-3.4	6.5	-8.7	5.0	2.3
CN(C)c1ccc(C(=S)N2CCCCC2)cc1Br	9.3	13.4	-10.1	5.0	0.4	-1.6	1.1	1.3	3.3	1.9
COc1cccc(C(=O)CN2CCC(NC(=O)NC3CCCCC3)CC2)c1	-5.1	5.0	-2.4	5.0	0.8	-3.3	1.2	8.2	-1.2	2.1
C=C(C)CSc1nnc2n(N)c(=O)c3ccccc3n12	1.5	-2.7	-1.3	-2.8	-1.0	0.3	-3.8	-2.9	-1.0	-3.5
CC1CCCCC12NC(=O)N(CC(=O)N1CCN(S(=O)(=O)/C=C/c3ccccc3)CC1)C2=O (stereo not drawn)	-0.8	4.1	6.2	-1.3	0.1	5.8	0.5	18.1	-1.8	-3.1
CC(C)c1ccc(-c2nc(N3CCCCCC3)nc3n[nH]c(N)c23)cc1	0.2	3.5	-16.8	1.4	0.9	1.4	0.1	1.1	-0.7	-1.3
Cc1cc2c(nc1C)CCCN2S(=O)(=O)c1cccs1	-10.3	0.5	2.0	-4.0	-0.2	6.4	-4.0	-13.4	-1.1	-1.9
O=C(CSc1nnc2ccc(-c3cccnc3)nn12)Nc1ccccc1	-3.2	11.2	7.5	0.5	0.7	-0.7	-30.3	1.4	-1.6	-38.1
Oc1[nH]c2ccccc2c1N=Nc1ccccc1Cl	-6.5	0.1	-11.7	-2.5	-0.3	-8.0	-4.5	-7.2	-0.6	-12.2
O=C(OCC#CCSc1nnc(-c2ccc([N+](=O)[O-])cc2)o1)c1cccs1	-0.4	2.2	2.2	11.3	-0.6	8.1	3.2	6.0	-2.6	-1.1
COc1ccc(F)c(C2C(C#N)=C(N)Oc3n[nH]c(C(C)(C)C)c32)c1 (stereo not drawn)	-10.7	-36.1	5.0	-2.1	0.0	4.4	2.3	5.5	7.2	-3.5
O=C(COc1ccc(Cl)cc1Cl)Nc1nc2n(n1)C(c1ccccc1)CC(=O)N2 (stereo not drawn)	1.3	2.9	-4.3	1.3	0.4	-2.6	-0.8	-1.5	2.2	-0.2
Cn1ccc(=S)c2ccccc21	1.8	-0.3	4.6	-5.3	0.9	0.4	-14.8	0.2	4.6	-18.1
Cc1cccc(N2CCN(C(=O)[C@H](C)N3C(=O)C4CC=CCC4C3=O)CC2)c1C (stereo partly drawn)	1.3	-7.3	12.8	4.6	0.5	1.0	-2.4	0.9	-0.5	-5.0
O=C(/C=C/c1ccc(Cl)cc1Cl)NC(=S)Nc1ccc(CN2CCOCC2)cc1	-1.0	2.5	12.8	7.9	-0.2	3.0	-0.1	4.6	-0.5	-1.3
CCn1cc(/C=C(\NC(=O)c2cc(OC)c(OC)c(OC)c2)C(=O)N2CCN(C)CC2)c2ccccc21	0.1	-14.0	-7.5	-0.7	0.4	7.8	-27.3	-9.7	-1.2	-53.7
CCOc1ccc(CNC(=O)c2ccc3nc(N4CCOCC4)sc3c2)cc1	-2.6	1.0	9.6	-1.0	-0.1	-6.7	2.3	6.9	-1.8	5.5
O=C1CN(C(=O)c2ccccc2)C(c2ccccc2)c2cc(Cl)ccc2N1 (stereo not drawn)	-2.9	2.0	-3.9	-4.3	-0.5	-2.3	2.3	-1.3	4.1	1.4
O=C(c1ccccc1F)N(Cc1ccccc1)Cc1ccccc1	-4.8	-5.6	-5.9	0.8	-1.3	1.8	-2.4	6.7	3.8	-8.3
O=C(CCCN1C(=O)C(c2ccccc2)Oc2cccnc21)Nc1cccc(F)c1 (stereo not drawn)	2.9	-11.6	1.5	0.1	-0.1	5.0	-0.7	14.3	1.9	-9.0
COc1ccc([C@H]2C[C@H](n3cc(COC(=O)c4ccccc4)nn3)[C@@H](O)CN2CC2CCCCC2)cc1	8.5	-11.3	7.2	-2.4	0.4	-3.1	1.3	17.5	1.5	-2.7
Cn1ccc(=NC=C(C#N)C#N)c2ccccc21	-3.1	-1.3	-6.7	-1.2	0.0	8.4	-3.1	-4.8	-7.7	-2.2
COc1ccc(NC(=O)C2Cc3c(-c4cccc(NC(C)=O)c4)ccnc3O2)cc1 (stereo not drawn)	3.0	5.0	0.7	2.0	-0.1	-3.4	3.2	3.5	5.1	1.9
Clc1ccc(-c2nnc(-c3ccccc3)o2)cn1	-0.7	1.0	0.4	-5.7	-0.7	4.2	5.2	-1.8	-1.2	2.9
CCC(NS(=O)(=O)c1ccc2c(c1)NC(=O)C(C)C(=O)N2)c1cccs1 (stereo not drawn)	1.4	2.6	4.6	-3.4	0.8	1.9	4.3	7.6	1.8	2.8
Cc1ccc(NC(=O)CSc2nnc(CNC(=O)c3cccs3)o2)cc1	-5.7	-1.6	13.9	-1.8	0.2	3.1	0.9	-0.9	-3.1	2.9
COC(=O)Nc1nnc(-c2ccncc2)s1	1.3	8.7	2.8	-0.5	-15.5	1.1	-97.6	9.5	1.3	-138.0
CN1CCN(C(=O)c2ccc3c(c2)NC(=O)/C(=C/c2ccccc2)S3)CC1	5.9	-20.8	-7.2	5.6	1.1	3.2	-23.3	-14.1	-3.5	-39.4
CC(=O)Nc1ccc(Nc2cc(C)nc3c(-c4ccc(Cl)cc4)c(C)nn23)cc1	0.2	6.4	8.7	-2.6	-0.2	19.5*	-19.8	-6.8	2.9	-19.2
COc1ccc(-n2c(=S)[nH]c3ccccc32)cc1	-2.0	2.5	16.5	-3.6	0.7	-8.1	-2.6	10.9	4.6	-0.5
CCN1CCCC1CNC(=O)Cn1cccc1C(=O)c1ccccc1C (stereo not drawn)	-11.3	-1.2	9.5	-12.3	0.5	-2.4	2.5	10.5	2.4	2.4
CCOc1ccc(NC(=S)N(CCc2c(C)[nH]c3ccc(C)cc23)Cc2cccnc2)cc1	0.1	1.1	10.7	0.3	0.4	-0.1	-0.8	-3.0	1.1	-2.2
Cc1nc2sc(C(c3ccco3)N3CCN(C(c4ccccc4)c4ccccc4)CC3)c(O)n2n1 (stereo not drawn)	-2.6	-13.5	11.9	8.7	-0.2	4.8	-8.2	4.4	-3.5	-15.7
Cc1nn(-c2ccccc2)c2sc(C(=O)c3c(N)n(C)c(=O)n(C)c3=O)cc12	0.1	1.0	-1.7	5.9	-17.3	17.2	-6.0	3.2	-0.6	-9.7
COc1ccccc1N(CC1CO1)S(=O)(=O)c1ccc(C)cc1 (stereo not drawn)	4.0	2.2	-2.9	2.4	0.5	4.8	0.7	1.9	1.4	-5.9
CCOC(=O)N1CCC(NC(=O)c2cc3c(=O)n(C)c4ccccc4c3n2C)CC1	-2.2	-0.7	12.2	-11.5	0.6	2.1	1.6	-3.2	4.3	2.2
CC(=O)Nc1ccc(S(=O)(=O)NCc2csc(-c3cccnc3)n2)cc1	1.3	-3.7	-2.6	4.7	-0.6	-5.4	0.2	-2.0	-2.8	-1.7

Given with two lines to a compound: part of the list above.
Value order: DDE Tn6 FP inh	HGIII-sPLA2 inh	ASAP1 inh	Tn7 DDE FP	KLK7 zymogen act	Rev-erbA mod	PLCg1 inh	ARFGAP1 inhibitor	UHRF1 binding	PLCb3 inh
> Clc1ccc(-c2nnc(-c3ccccc3)o2)cn1
    -0.7	1.0	0.4	-5.7	-0.7	4.2	5.2	-1.8	-1.2	2.9
> CCC(NS(=O)(=O)c1ccc2c(c1)NC(=O)C(C)C(=O)N2)c1cccs1 (stereo not drawn)
    1.4	2.6	4.6	-3.4	0.8	1.9	4.3	7.6	1.8	2.8

(list continues)
SMILES	DDE Tn6 FP inh	HGIII-sPLA2 inh	ASAP1 inh	Tn7 DDE FP	KLK7 zymogen act	Rev-erbA mod	PLCg1 inh	ARFGAP1 inhibitor	UHRF1 binding	PLCb3 inh
CCOC(=O)C1(Cc2ccc(OC)cc2)CCN(C(=O)[C@@H]2CCCN2C(C)=O)CC1	1.9	9.6	1.9	7.3	-0.1	3.0	-2.3	6.8	2.5	-7.9
c1cc2[nH]c3ccncc3c2cn1	-2.5	13.3	6.5	2.7	-0.1	-0.6	1.0	18.8	-1.1	-84.4
Cc1cc(=O)oc2cc(OCc3ccc(C(=O)OCC(=O)Nc4ccccc4OC(F)F)cc3)ccc12	1.6	-0.9	14.7	-4.0	-1.3	-4.8	-4.5	41.9*	-1.4	-4.4
Cc1ccc(NC(=O)CSc2nnc(C3CC3)n2CC2CCCO2)c(C)c1 (stereo not drawn)	-5.0	2.5	10.6	-8.2	0.5	-4.5	1.4	-0.7	-1.7	-3.4
COc1ccc(S(=O)(=O)N2CCCCC2)cc1NC(=O)c1ccc(Cl)nc1	1.0	6.1	2.1	-7.1	0.6	6.2	0.4	-2.1	-0.8	-8.4
O=C(NC1CCS(=O)(=O)C1)c1ccc(Br)o1 (stereo not drawn)	-5.0	1.9	4.3	2.8	0.4	0.5	-0.2	6.3	-1.2	-5.3
Cc1ccc(C)c(CSc2nnc(C)c(=O)n2N)c1	-5.3	-5.9	10.0	-0.9	0.5	6.5	-1.4	3.0	1.8	-5.4
C#CCNC(=O)C[C@@H]1C[C@@]2(C(=O)OCC)CCCC=C2N(CCCCCCCC)C1=O	2.0	-11.6	3.6	2.9	-0.3	-4.3	-1.0	-17.7	1.4	1.1
